Screening results (PubChem)
TDP1 block = blocks human tyrosyl-DNA phosphodiesterase 1; Q9NUW8; recombinant TDP1, AlphaScreen DNA substrate cleavage; Potency, µM (highest dose often 130 µM), inactives show at the highest dose activity change, negative = inhibition, most hits filed as inhibitors; 350,000 tested, 0.28% active; further: nearly all actives have a fitted effect of over 40% in size
Target sequence (Q9NUW8 whole entry, looked up): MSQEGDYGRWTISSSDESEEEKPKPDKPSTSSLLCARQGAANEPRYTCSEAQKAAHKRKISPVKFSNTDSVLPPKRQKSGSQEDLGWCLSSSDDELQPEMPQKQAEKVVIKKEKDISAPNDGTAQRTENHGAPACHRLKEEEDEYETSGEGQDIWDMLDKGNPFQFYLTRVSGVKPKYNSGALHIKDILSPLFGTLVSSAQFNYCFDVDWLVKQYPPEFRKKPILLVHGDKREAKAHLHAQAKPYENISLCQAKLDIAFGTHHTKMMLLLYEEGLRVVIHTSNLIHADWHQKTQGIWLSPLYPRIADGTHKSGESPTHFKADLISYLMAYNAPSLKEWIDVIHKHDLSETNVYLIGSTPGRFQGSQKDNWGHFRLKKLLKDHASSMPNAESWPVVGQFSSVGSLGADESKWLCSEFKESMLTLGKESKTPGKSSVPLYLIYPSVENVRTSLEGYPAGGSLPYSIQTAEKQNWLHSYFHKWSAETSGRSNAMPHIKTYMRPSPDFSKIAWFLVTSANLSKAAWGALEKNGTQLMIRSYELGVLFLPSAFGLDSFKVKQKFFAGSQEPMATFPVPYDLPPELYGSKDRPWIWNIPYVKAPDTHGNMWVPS
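AlphaScreen read-out: signal falls as enzyme removes the 3' tyrosine-FITC from a 5'-biotinylated DNA oligo (15 nM, 5 min, RT). Enzyme was E. coli-made recombinant Tdp1 at 1 nM, exposed to compound for 15 min beforehand; beads 10 ug/ml, 10 min.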
N370S GC mod = inhibitors or activators of N370S glucocerebrosidase for Gaucher disease; P04062; N370S GC spleen homogenate, 4MU-glucoside fluorescence; Potency, µM (top dose mostly 59.4 µM), inactives show at the top dose activity change, negative = inhibition, most hits filed as inhibitors; 330,000 tested, 0.092% active; AID 2101;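 further: 0% = full enzyme activity and -100% = no enzyme basal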
TDP1 cell noCPT = qHTS for Inhibitors of human tyrosyl-DNA phosphodiesterase 1 (TDP1): qHTS in cells in absence of CPT; DT40 Tdp1-/- hTDP1 cells, no CPT, ATP luminescence, 48 h; Potency, µM (top dose mostly 46.2 µM), for the others: at the top dose activity change, negative = growth inhibition, actives largely listed as inhibitors; 420,000 tested, 15% active; further: nearly all actives have a fitted effect of over 55% in size
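Stably hTDP1-transfected Tdp1-null chicken DT40 cells were treated with library compounds minus camptothecin and grown for at least 48 hr at 37 °C, after which cellular ATP was quantified by luminescence.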
The depositor's hits bear a star; & = joins results of further samples; [ ] = another dose, or the depositor's remark. The call rests on the fitted dose curve; in most records, active means well fitted curve in the direction sought with a large enough effect; inconclusive means small, poorly fitted or top-dose-only effect, or another doubt; inactive means no such curve, though single readings can be large; an effect the other way counts as inactive or inconclusive. Unless noted, on the % scale 0 is the no-effect control and ±100 the full control effect; potency means the concentration at half of the fitted maximal effect. A portion of the library, so the mix of outcomes need not match the whole.

`COc1ccc(F)cc1C(=O)C1CCCN(Cc2c(C)n(C)n(-c3ccccc3)c2=O)C1` (stereo not drawn) gave TDP1 block 0.0%, N370S GC mod 7.0% and TDP1 cell noCPT -3.5%.
Cc1cc(C)cc(N2CC(c3nnc(NC(=O)c4ccco4)s3)CC2=O)c1 (stereo not drawn) was read as TDP1 block 5.7% and TDP1 cell noCPT -23.9%.
`O=C(OCCN1C(=O)c2cccc3c(N4CCOCC4)ccc(c23)C1=O)c1cccc(Cl)c1` gave TDP1 block 2.6%, N370S GC mod 8.3% and TDP1 cell noCPT 8.2µM*.
Screening COc1cccc(C(=O)c2cn(CC(=O)NCc3ccco3)c3nc(C)ccc3c2=O)c1 returned TDP1 block -9.1%, N370S GC mod -8.7% and TDP1 cell noCPT -6.8%.
For COC(=O)c1ccc(NC(=O)CCn2cccc2)cc1 the results were TDP1 block 8.8%, N370S GC mod -6.0% and TDP1 cell noCPT inconclusive.
CN1C/C(=C/c2cccs2)C(=O)/C(=C\c2cccs2)C1 was read as TDP1 block 8.8%, N370S GC mod -15.6% and TDP1 cell noCPT inconclusive.
For Cc1ccc(S(=O)(=O)C2(C(=O)N3CCCC(C)C3)CC2)cc1 (stereo not drawn) the results were TDP1 block 5.9%, N370S GC mod -26.1% and TDP1 cell noCPT -25.1%.
For Cc1ncc(C[n+]2csc(CCO)c2C)c(N)n1 the results were TDP1 block 4.8%[56.1 µM], N370S GC mod -17.6% and TDP1 cell noCPT 8.7%.
COc1cccc(-c2cc(C(=O)N3CCN(c4ccc(F)cc4)CC3)no2)c1 was read as TDP1 block 2.2%&2.7%, N370S GC mod -8.0% and TDP1 cell noCPT -8.9%&-14.3%.
O=S(=O)(c1ccc(C(F)(F)F)cc1)N1CCN(CCOc2ccccc2)CC1 was read as TDP1 block -42.2%, N370S GC mod -14.0% and TDP1 cell noCPT -16.3%.
Cc1c(C(=O)Nc2ccc(F)cc2)sc2ncn(CC(=O)N3CCCCC3)c(=O)c12 was read as TDP1 block 3.8%, N370S GC mod -2.3% and TDP1 cell noCPT inconclusive.
Cc1ccc(C(=O)N2CCN(c3ccccc3)CC2)cc1NC(=O)c1nsc2ccccc12 was read as TDP1 block 8.1% and TDP1 cell noCPT inconclusive.
`CC(=O)c1cccc(N(C(=O)c2ccco2)C(C(=O)NC2CCCC2)c2ccc(N3CCOCC3)cc2)c1` (stereo not drawn) gave TDP1 block 1.2%, N370S GC mod -5.1% and TDP1 cell noCPT -3.2%.
For CC1(C)CC(CC(=O)Nc2ccc([N+](=O)[O-])cc2)C(=O)O1 (stereo not drawn) the results were TDP1 block 2.1%, N370S GC mod 7.7% and TDP1 cell noCPT 0.9%.
Screening Cc1cc(C)nc(/N=C2\NC(=O)CC(C(=O)O)N2CCc2c[nH]c3ccccc23)n1 (stereo not drawn) returned TDP1 block 2.9%, N370S GC mod -3.9% and TDP1 cell noCPT 0.5%.
For Cc1cccc(C)c1NC(=O)CN(c1ccccn1)S(=O)(=O)c1ccc(F)cc1 the results were TDP1 block 1.6%, N370S GC mod 3.1% and TDP1 cell noCPT -25.5%.
`CCOC(=O)c1ccc(N2C(=O)C(O)=C(C(C)=O)C2c2ccc(O)c(OC)c2)cc1` (stereo not drawn) gave TDP1 block -2.1%, N370S GC mod -2.3% and TDP1 cell noCPT -10.9%.
`O=C(CCCn1c(=O)oc2ccccc21)N1CCc2ccccc2C1` gave TDP1 block 2.9%, N370S GC mod 7.4% and TDP1 cell noCPT -22.9%.
For CNC(=O)C1CC(=O)N(CCc2ccc(OC)c(OC)c2)C(=Nc2ccc(F)cc2)S1 (stereo not drawn) the results were TDP1 block 2.8%, N370S GC mod 3.6% and TDP1 cell noCPT inconclusive.
For CCOc1ccc(CN2CCN(Cc3ccc4cc(F)ccc4n3)CC2CCO)cc1 (stereo not drawn) the results were TDP1 block 2.1%, N370S GC mod -3.9% and TDP1 cell noCPT 25.9µM*.
`CCOC(=O)C1CC(c2ccc(Cl)cc2)=NNC1=O` (stereo not drawn) gave TDP1 block 0.0%, N370S GC mod -1.8% and TDP1 cell noCPT -13.7%.
Screening COc1ccccc1CNC(=O)C1CCN(C(=O)NC2CCCCC2)CC1 returned TDP1 block 2.5%, N370S GC mod -2.8% and TDP1 cell noCPT 10.3%.
For O=C(NCc1nnnn1-c1ccc(F)cc1)C1CC(=O)N(c2ccc(F)cc2)C1 (stereo not drawn) the results were N370S GC mod -8.3% and TDP1 cell noCPT -23.6%.
Screening CCCC1(C(=O)O)NC(c2ccccc2O)C2C(=O)N(Cc3ccccc3)C(=O)C21 (stereo not drawn) returned TDP1 block 2.9%, N370S GC mod 2.5% and TDP1 cell noCPT 2.9%.
Screening O=C(N/N=C/c1cccc(O)c1)c1ccc(NC(=O)c2cccc([N+](=O)[O-])c2)cc1 returned TDP1 block 5.0%, N370S GC mod -10.3% and TDP1 cell noCPT 18.4µM*.
`CCOc1ccc(N(C(=O)c2snc(C(N)=O)c2N)C(CC)C(=O)NC2CCCC2)cc1` (stereo not drawn) gave TDP1 block -12.7%, N370S GC mod 4.1% and TDP1 cell noCPT 11.8%.
For CC(C)[C@@H]1COC(c2cccc(C3=N[C@H](C(C)C)CO3)n2)=N1 the results were N370S GC mod -0.4% and TDP1 cell noCPT -7.5%.
Screening COc1ccccc1Cn1c(C)nnc1-c1cnn(C)c1N returned TDP1 block 4.6%, N370S GC mod 0.3% and TDP1 cell noCPT 8.1%.
Screening CCCN1CCN(C(=O)C(C)n2nc(C)c3sc4ccccc4c3c2=O)CC1 (stereo not drawn) returned TDP1 block 4.0%, N370S GC mod -2.7% and TDP1 cell noCPT 18.4µM*.
`CC(NCC(=O)Nc1cc(S(=O)(=O)N2CCCCCC2)ccc1Cl)c1ccccc1` (stereo not drawn) gave N370S GC mod -21.1% and TDP1 cell noCPT 13µM*.
For COc1cccc(C(=O)COc2ccccc2-c2ccccc2)c1 the results were N370S GC mod -11.9% and TDP1 cell noCPT inconclusive.
For O=C(c1ccc(S(=O)(=O)N2CCCCCC2)cc1)N1CCN(Cc2ccccc2)CC1 the results were TDP1 block -0.5%[56.1 µM] and TDP1 cell noCPT -26.8%.
Cc1ccc(Oc2cc(NC(=O)CCCn3nc([N+](=O)[O-])c(Cl)c3C)cc([N+](=O)[O-])c2)cc1 was read as TDP1 block 2.6%, N370S GC mod -9.1% and TDP1 cell noCPT 23.1µM*.
CC1(C)S[C@@H]2[C@H](NC(=O)[C@H](C(=O)O)c3ccsc3)C(=O)N2[C@H]1C(=O)O was read as TDP1 block 0.0% and N370S GC mod inconclusive.
Screening CC1(C)Cc2c(c(N3CCOCC3)nc3sc(C(N)=O)c(N)c23)CO1 returned TDP1 block 8.4%, N370S GC mod -29.0% and TDP1 cell noCPT inconclusive.
For COc1ccc(/C=C2\SC(=O)N(CCCC(=O)Nc3ccc(C(=O)O)cc3)C2=O)cc1OC the results were TDP1 block 1.2%, N370S GC mod 4.1% and TDP1 cell noCPT 2.0%.
O=c1c2[nH]c3ccc(F)cc3c2ncn1Cc1ccncc1 was read as TDP1 block 2.7%, N370S GC mod 2.7% and TDP1 cell noCPT -11.8%.
Screening CN(CC(=O)Nc1ccccc1Cl)CC(=O)Nc1ccccc1[N+](=O)[O-] returned TDP1 block 4.8%, N370S GC mod 2.2% and TDP1 cell noCPT 20.6µM*.
Screening Cc1csc(=O)n1CCC(=O)OCC(=O)NCc1ccc(F)cc1 returned TDP1 block 0.2%, N370S GC mod -23.5% and TDP1 cell noCPT -5.9%.
Screening CCN(CC)c1ccc(NC(=O)c2cccc(F)c2)c(C)c1 returned TDP1 block 6.0%, N370S GC mod -5.6% and TDP1 cell noCPT 3.26µM*.
Screening O=C(Nc1c2c(nn1-c1ccc([N+](=O)[O-])cc1)CS(=O)(=O)C2)c1cccs1 returned TDP1 block -3.3%, N370S GC mod -28.9% and TDP1 cell noCPT inconclusive.
Screening CC1CC2=C(C(=O)O1)C(C)Nc1ccccc1N2 (stereo not drawn) returned TDP1 block 5.1%, N370S GC mod -7.9% and TDP1 cell noCPT 21.7%.
Screening O=S(=O)(NCCC1=CCCCC1)c1ccc(F)cc1 returned TDP1 block 3.5%[56.1 µM], N370S GC mod -5.0% and TDP1 cell noCPT -2.5%.
For CCCCCC[C@@H](O)C/C=C\CCCCCCCC(=O)O the results were TDP1 block 0.0%, N370S GC mod -2.4% and TDP1 cell noCPT -13.1%&-21.7%&-0.4%.
`O=S(=O)(NC1CCCCCC1)c1cccc(Cl)c1` gave TDP1 block -5.8% and TDP1 cell noCPT inconclusive.
CCN(C(=O)COc1ccccc1)C1CCCCC1 was read as TDP1 block 0.0%, N370S GC mod 25.7% and TDP1 cell noCPT inconclusive.
For Cc1ccc(Cn2nnnc2CN2CCC(c3nc4ccc(Cl)cc4[nH]3)CC2)cc1 the results were TDP1 block 5.3%, N370S GC mod -9.2% and TDP1 cell noCPT 2.31µM*.
O=C1CCC(C(=O)N2CCC(CO)CC2)CN1Cc1ccc(Cl)cc1 (stereo not drawn) was read as TDP1 block 5.7%, N370S GC mod 8.7% and TDP1 cell noCPT 5.4%.
Cc1cccc(COCC(Cc2ccccc2)N2CCN(C(=O)c3cccc(C)c3)CCC2=O)c1 (stereo not drawn) was read as TDP1 block 2.7%, N370S GC mod 13.5% and TDP1 cell noCPT inconclusive.
COc1cccc(C2NC(=O)NC(C)=C2C(=O)OCC2CCCCC2)c1 (stereo not drawn) was read as N370S GC mod -6.8% and TDP1 cell noCPT -20.7%.
For CCN(CC)S(=O)(=O)c1ccc(C)c(NC(=O)COc2ccc(Br)cc2Cl)c1 the results were TDP1 block 0.0%, N370S GC mod -12.8% and TDP1 cell noCPT inconclusive.
Screening CCOC(=O)c1[nH]c(C)c(CCC(=O)O)c1C returned TDP1 block 10.7%&13.1%, N370S GC mod 0.7%&6.1% and TDP1 cell noCPT 4.5%&11.9%.
`CCOC(=O)[C@@H]1[C@H]2COc3ccccc3[C@@H]2N2C(=O)N(c3cccc(C)c3)C(=O)[C@]12C` gave N370S GC mod 0.3% and TDP1 cell noCPT inconclusive.
For COc1ccc(C2=NOC(C(=O)N3CCN(C(=O)c4ccco4)CC3)C2)cc1OC (stereo not drawn) the results were TDP1 block -0.1%, N370S GC mod -2.1% and TDP1 cell noCPT 23.0%.
`CCCCOc1ccc(CNC(=O)c2cnc3sc(N4CCCCCC4)nn3c2=O)cc1` gave TDP1 block 8.4% and TDP1 cell noCPT -19.6%.
Screening O=c1cc(NS(=O)(=O)c2ccccc2)nc(SCc2ccc(Cl)cc2)[nH]1 returned TDP1 block 2.7%, N370S GC mod 2.3% and TDP1 cell noCPT -115.9%.
Cc1cc(NC(=O)CCC(=O)N(CC(=O)NCC2CCCO2)c2ccccc2C)no1 (stereo not drawn) was read as TDP1 block -4.9%, N370S GC mod 2.2% and TDP1 cell noCPT 1.5%.
CC(=O)Nc1ccc(S(=O)(=O)NNC(=O)CCC(=O)NCc2ccccc2)cc1 was read as TDP1 block 0.8% and TDP1 cell noCPT 26.4%.
`Cc1cc(C(=O)CN2C(=O)NC3(CCCCC3)C2=O)c(C)n1C` gave TDP1 block 6.1%, N370S GC mod 7.2% and TDP1 cell noCPT 20.2%.
COc1cccc(C(CNC(=O)c2ccc(Cl)c(S(=O)(=O)N3CCCC3)c2)N(C)C)c1 (stereo not drawn) was read as TDP1 block 0.4% and TDP1 cell noCPT 20.6µM*.
For NC1=NC[C@H](CC2CCCCC2)N1CCc1cc(C(F)(F)F)cc(C(F)(F)F)c1 the results were TDP1 block 0.0%, N370S GC mod -7.4% and TDP1 cell noCPT 7.31µM*.
For COc1ccc(C(=O)NNC(=O)c2ccncc2)cc1 the results were TDP1 block 3.0%, N370S GC mod 9.7% and TDP1 cell noCPT -0.6%.
`CC1C2C(c3ccccc3)N(C)C(=O)N(C)C2N(C)C(=O)N1C` (stereo not drawn) gave TDP1 block 3.0%, N370S GC mod 7.8% and TDP1 cell noCPT -17.8%.

Compounds shown so far with a COOH group:
Screening Cc1cc(C)nc(/N=C2\NC(=O)CC(C(=O)O)N2CCc2c[nH]c3ccccc23)n1 (stereo not drawn) returned TDP1 block 2.9%, N370S GC mod -3.9% and TDP1 cell noCPT 0.5%.
Screening CCCC1(C(=O)O)NC(c2ccccc2O)C2C(=O)N(Cc3ccccc3)C(=O)C21 (stereo not drawn) returned TDP1 block 2.9%, N370S GC mod 2.5% and TDP1 cell noCPT 2.9%.
CC1(C)S[C@@H]2[C@H](NC(=O)[C@H](C(=O)O)c3ccsc3)C(=O)N2[C@H]1C(=O)O was read as TDP1 block 0.0% and N370S GC mod inconclusive.
For COc1ccc(/C=C2\SC(=O)N(CCCC(=O)Nc3ccc(C(=O)O)cc3)C2=O)cc1OC the results were TDP1 block 1.2%, N370S GC mod 4.1% and TDP1 cell noCPT 2.0%.
For CCCCCC[C@@H](O)C/C=C\CCCCCCCC(=O)O the results were TDP1 block 0.0%, N370S GC mod -2.4% and TDP1 cell noCPT -13.1%&-21.7%&-0.4%.
Screening CCOC(=O)c1[nH]c(C)c(CCC(=O)O)c1C returned TDP1 block 10.7%&13.1%, N370S GC mod 0.7%&6.1% and TDP1 cell noCPT 4.5%&11.9%.
